Compound activity: PubChem, National Center for Advancing Translational Sciences (NCATS)
D2 antagonist: D2 dopamine receptor (human) antagonism; P14416; HEK293 TREx D2 cells, calcium flux, dopamine EC80; inhibition, % at 10 µM; 340,000 compounds, 2% hits; in the data active = inhibition above about 30%; also: 0% is about no effect
Target sequence (P14416 whole entry, looked up): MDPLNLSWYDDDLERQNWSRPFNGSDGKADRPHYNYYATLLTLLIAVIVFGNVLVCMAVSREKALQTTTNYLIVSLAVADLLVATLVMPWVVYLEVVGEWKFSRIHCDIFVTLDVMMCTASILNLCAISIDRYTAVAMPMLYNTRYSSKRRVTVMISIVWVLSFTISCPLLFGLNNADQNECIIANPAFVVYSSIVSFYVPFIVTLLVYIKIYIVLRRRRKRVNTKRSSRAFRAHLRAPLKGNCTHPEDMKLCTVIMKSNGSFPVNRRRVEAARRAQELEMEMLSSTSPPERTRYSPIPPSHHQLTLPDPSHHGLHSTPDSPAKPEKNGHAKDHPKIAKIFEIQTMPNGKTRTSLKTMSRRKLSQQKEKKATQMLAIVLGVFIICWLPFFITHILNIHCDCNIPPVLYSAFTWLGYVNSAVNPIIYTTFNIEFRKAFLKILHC
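In this primary screen, negative modulation is detected by tracking calcium flux after an EC80 dopamine challenge in inducible HEK293 T-REx D2 cells preexposed to test compound for 180 s.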
rTrxR1 inhibitor: rat TrxR1 inhibition; Potency, µM (series often up to 114 µM), for inactives: at the top dose activity change, negative = inhibition, most hits filed as inhibitors; recombinant rTrxR1, NADPH fluorescence consumption, selenite substrate; AID 588453; 390,000 compounds, 1% hits; also: potency is read from the fitted curve at half-maximal effect; % is scaled to controls: 0 for no effect and ±100 for the full control effect; nearly all actives have a fitted effect of over 65% in size
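Rat TrxR1 (90 nM in the dispensed reagent) was pre-reduced with 400 uM NADPH for 5 min at room temperature, then incubated with compound for 15 min. After 400 uM selenite was added, NADPH fluorescence (Ex 340/Em 450 nm) was followed for 8 min.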
TRHR enhancer: allosterically enhances the human TRH receptor; enhancement, % at 2 µM; 360,000 compounds, 0.66% hits; TRHR cells, fluo-8 calcium fluorescence, EC20 TRH enhancement; in the data active = enhancement above about 30%; also: 0% is about no effect
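Enhancer read-out: after compound pinning and an initial kinetic agonist-mode read, an EC20 of TRH (10 nM final) was injected and fluo-8 calcium signal (Ex 480/Em 530) followed at 1 s/cycle for 100 cycles in TRHR-expressing cells.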
TrxR1 substrate: is turned over as a substrate by rat TrxR1. AID 588456. Potency, µM (doses to about 114 µM), inactives show at the highest dose activity change, negative = substrate turnover. purified TrxR1 substrate turnover, NADPH consumption readout. 390,000 compounds, 0.01% hits; also: potency is read from the fitted curve at half-maximal effect; % is scaled to controls: 0 for no effect and ±100 for the full control effect; nearly all actives have a fitted effect of over 50% in size
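Rat TrxR1, dispensed at 90 nM, was prereduced with 400 uM NADPH (final) for 5 min at ~22 deg C, then incubated with compound 15 min before 400 uM selenite. A first-read NADPH fluorescence drop versus no-compound background flagged substrates.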
PI4K2A block: inhibitors of human PI4K2A; purified PI4K2A, ADP-Glo luminescence, 1 h; stronger effect = lower value; 420,000 compounds, 0.13% hits; Q9BTU6; AID 1346378; activity change, negative = inhibition, % at 76.9 µM; in the data active = activity change below about -50%; inconclusive = mostly about -30% to -49%;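 also: -100% = wells without enzyme as full effect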
Target sequence (Q9BTU6 whole entry, looked up): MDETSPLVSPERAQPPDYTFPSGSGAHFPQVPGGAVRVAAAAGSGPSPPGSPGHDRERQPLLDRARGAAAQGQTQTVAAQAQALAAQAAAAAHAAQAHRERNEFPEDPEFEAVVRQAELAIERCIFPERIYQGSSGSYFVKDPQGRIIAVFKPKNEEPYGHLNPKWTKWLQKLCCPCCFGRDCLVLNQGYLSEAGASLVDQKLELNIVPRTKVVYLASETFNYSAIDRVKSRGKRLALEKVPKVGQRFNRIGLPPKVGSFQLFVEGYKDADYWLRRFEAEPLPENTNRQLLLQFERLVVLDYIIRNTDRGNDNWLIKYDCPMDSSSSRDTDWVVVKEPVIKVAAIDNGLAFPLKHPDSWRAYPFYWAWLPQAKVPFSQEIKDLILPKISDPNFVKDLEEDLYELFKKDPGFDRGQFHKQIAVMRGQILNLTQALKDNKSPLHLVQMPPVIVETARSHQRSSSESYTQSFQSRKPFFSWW
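PI4K2A activity was measured by ADP-Glo luminescence: enzyme (4 ug/mL stock) and phosphatidylinositol (1.2 mM stock) in Tris pH 7.5/MgCl2/EGTA/Triton X-100 buffer were reacted with ATP (300 microM stock) for one hour at ambient temperature.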
mIDH1 inhibitor: human IDH1 R132H inhibition | 390,000 compounds, 0.093% hits | IDH1-R132H enzyme, NADPH consumption, diaphorase/resazurin fluorescence | O75874 | Potency, µM (top dose mostly 76.6 µM), for inactives: at the top dose activity change, negative = inhibition, most hits filed as inhibitors; also: potency is read from the fitted curve at half-maximal effect; % is scaled to controls: 0 for no effect and ±100 for the full control effect; nearly all actives have a fitted effect of over 65% in size
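IDH1-R132H (0.5 ug/mL dispensed) in pH 7.5 Tris buffer was preincubated 30 min with compound, then given a substrate mix of 0.016 mM NADPH and 2 mM alpha-KG for 80 min at room temperature; remaining NADPH was read by diaphorase/resazurin fluorescence.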
D2 agonist: D2 dopamine receptor (human) agonism. P14416. HEK293 T-REx D2 cells, calcium flux agonist mode. activation, % at 2 µM. 340,000 compounds, 0.53% hits;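 active = activation over 3 SD above normal in the single-dose calcium agonist read, cut at about 30% in these data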; also: 0% is about no effect
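HEK293 Trex D2 cells, tetracycline-induced, o/n 30 C 5% CO2; no-wash Ca dye, RT 30–90 min; 10-cycle baseline, 23 nl cpd added, kinetic Ca read 180 s; agonist hits = positive Ca response.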
TRHR agonist: TRH receptor (human) agonism; P34981; TRHR cells, calcium flux fluo-8, FDSS agonist mode; activation, % at 2 µM; 360,000 compounds, 0.18% hits; AID 493084; in the data active = activation above about 30%; also: 0% is about no effect
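TRHR-expressing cells loaded with fluo-8 calcium dye; 23 nL library compound pin-transferred, kinetic FDSS fluorescence (Ex 480/Em 530) recorded about 180 s for agonist-induced calcium release, before a 10 nM TRH EC20 addition for potentiator mode.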
USP1-UAF1 inh: USP1/UAF1 (human) deubiquitinase inhibition | recombinant USP1/UAF1, Ub-Rhodamine cleavage fluorescence | Potency, µM (series often up to 57.1 µM), for the others: at the top dose activity change, negative = inhibition, hits mostly inhibitors | 390,000 compounds, 0.23% hits | AID 743255; also: potency is read from the fitted curve at half-maximal effect; % is scaled to controls: 0 for no effect and ±100 for the full control effect; nearly all actives have a fitted effect of over 60% in size; inactives centre near -12
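USP1/UAF1 complex at 1 nM was preincubated with compound for 15 min at room temperature, then Ub-Rho substrate (150nM final) was added. Fluorescence (480/540 nm) was read kinetically, 6 reads every 60 seconds.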
* marks the source's active call; other numbers are inactive results; u = inconclusive; x = not tested or not shown; [ ] = remark or other dose. Unless noted, calls follow the shape of the dose curve; as a rule, active = well fitted inhibition curve with a large enough effect; inconclusive = small, poorly fitted or top-dose-only effect; inactive = no such curve, though single readings can be large or run the other way.

no.	mol	D2 agonist	TRHR agonist	USP1-UAF1 inh	TRHR enhancer	mIDH1 inhibitor	rTrxR1 inhibitor	D2 antagonist	TrxR1 substrate	PI4K2A block
1	CC(/C=C/c1ccccc1)=N/NC(=O)c1cnccn1	0.2	0.2	-3%	-1	-6%	19%[57.1 µM]	-2	3%[57.1 µM]	0
2	CN(CC(=O)Nc1ccccc1C(F)(F)F)C(=O)CN1C(=O)C2CCCCC2C1=O (stereo unspecified)	0.4	1.0	-12%	-2	6%	10%	15	5%	0
3	Clc1ccc(-n2c(Cc3ccccc3)nnc2SCc2nc(-c3cccs3)no2)cc1	1.9	2.3	-27%	-4	0%	10%	x	-5%	-6
4	CCOC(=O)C1(Cc2ccccc2C(F)(F)F)CCN(C2CCN(C(C)C)CC2)CC1	0.5	-0.4	-15%	-10	2%	14%	9	2%	-2
5	COc1ccccc1NS(=O)(=O)c1cccc(NC(=O)c2cncc(Br)c2)c1	x	x	1%	x	-7%	6%	x	-1%	-4
6	CCOC(=O)c1cc(COc2cc(Cl)cc(Cl)c2)on1	-1.1	-0.1	-20%	-2	2%	12%[57.1 µM]	3	-22%[57.1 µM]	-4
7	COc1ccc(Cl)cc1NC(=S)NCCc1ccc(S(N)(=O)=O)cc1	0.2	-0.4	-11%	-3	3%	16%[57.1 µM]	24	4%[57.1 µM]	4
8	Nc1nonc1-n1nnc(C(=O)N/N=C/c2cccc(Cl)c2)c1CSc1ccccc1	0.9	0.4	-15%	7	10%	0%[57.1 µM]	-14	4%[57.1 µM]	0
9	Nc1nccnc1C(=O)OCC(=O)NC1CCCc2ccccc21 (stereo unspecified)	-0.2	0.4	-21%	1	-2%	18%	3	233%[activator]	0
10	O=c1[nH]c(Nc2ccccc2Cl)cc2ccccc12	x	x	14µM*	x	8%	39%[activator]	x	31%	-29
11	CCC(=O)Nc1cccc(NC(=O)c2ccccc2Br)c1	0.7	0.2	-5%	-1	2%	-6%	7	-5%	2
12	Cc1ccc(N=C2SCCCN2C(=O)c2ccco2)cc1Cl	0.2	0.0	1%	-7	19%	-3%	-3	-6%	11
13	CCc1cccc(NS(=O)(=O)c2ccc3c(c2)n(C)c(=O)c(=O)n3C)c1	0.1	0.7	-3%	4	0%	13%	x	0%	13
14	CC(=O)OCCOCn1cnn2c(=O)c(Br)c(C)nc12	1.1	0.3	-11%	-4	7%	3%	4	1%	-2
15	C=CCn1c(SCC(=O)c2ccc(OC)cc2)nnc1-c1cc2cccc(OC)c2o1	1.2	0.3	-3%	-4	0%	-3%[57.1 µM]	14	6%[57.1 µM]	-7
16	Cc1ccc(N2CC(C(=O)NC3CCC(C)CC3)CC2=O)cc1 (stereo unspecified)	-0.3	-0.4	-19%	1	7%	11%	7	2%	6
17	CCOc1ccccc1-n1nnnc1SCC(=O)NCC1(N2CCOCC2)CCCCC1	-0.3	0.1	-15%	-1	17%	9%	22	1%	-1
18	Cc1nc(SCC(=O)NCCc2ccccc2)nc(C)c1C	-0.3	0.2	-1%	3	7%	u	9	-6%	-13
19	Cc1ccc(Cl)cc1N1CCN(S(=O)(=O)c2cccc(S(=O)(=O)N3CCCC3)c2)CC1	-0.2	0.9	-1%	-6	4%	15%[57.1 µM]	-20	3%[57.1 µM]	6
20	COc1ccc(Nc2nc(-c3ccccc3)cs2)cc1	0.3	-0.1	-20%	-1	3%	24%	8	7%	-8
21	Cc1c(Cl)ccc2sc(NC(=O)C3CC3)nc12	-0.5	1.8	-4%	0	-7%	26%[57.1 µM]	-13	5%[57.1 µM]	1
22	CCOC(=O)c1cc(-c2cccnc2)nn1-c1ccccc1C	1.8	0.0	-19%	1	4%	14%	-6	6%	-3
23	CCOC(=O)C1CCCC(NS(=O)(=O)c2ccc(NC(C)=O)cc2)C1 (stereo unspecified)	0.4	0.1	-1%	3	-1%	22%	-9	8%	2
24	COc1ccc(S(=O)(=O)Nc2ccc(C)cc2)cc1OC	0.6	0.1	6%	12	0%	20%	2	4%	2
25	Cc1ccc(S(=O)(=O)N(C)C)cc1NC(=S)N(CCC#N)Cc1cccnc1	-0.1	0.1	-19%	-1	-1%	4%[57.1 µM]	43*	-1%[57.1 µM]	-3
26	CN1CCCC(CC2Oc3ccccc3Sc3ccccc32)C1 (stereo unspecified)	2.8	2.2	-3%	8	8%	10%[57.1 µM]	96*	6%[57.1 µM]	-3
27	CCOc1ccc(NC(=O)CSc2nnc(-c3ccncc3)n2-c2ccccc2)cc1	0.0	-0.8	-13%	-7	-4%	24%[57.1 µM]	x	-1%[57.1 µM]	5
28	O=C(CCCn1cnc([N+](=O)[O-])n1)Nc1ccc(Cl)c(Cl)c1	-0.8	-0.6	-2%	-7	5%	14%	-25	7%	0
29	CNC(=O)COC(=O)C1CCN(S(=O)(=O)c2ccc3c(c2)OCCO3)CC1	0.0	0.4	-13%	-5	0%	15%	-14	2%	0
30	CC(C)OCCCn1c(=NC(=O)c2cccs2)c(C#N)cc2c(=O)n3ccccc3nc21	0.5	-1.0	-24%	-1	-10%	u	-3	33%[activator]	3
31	CCOC(=O)C1C(=O)CC(C)(O)C(C(=O)OCC)C1c1ccc(OC)cc1 (stereo unspecified)	0.1	0.3	-14%	0	1%	28%	18	5%	1
32	C=CCN=Cc1sc2ccc(OCC)cc2c1O	-0.5	-0.6	x	8	x	x	-4	x	x
33	COc1cc(N)c(Cl)cc1Cl	-0.3	-0.1	-3%	6	19%	15%	7	-1%	4
34	COc1ccc(/C=N/N=C2/NC(=O)C(CC(=O)O)S2)cc1OCc1ccc(Cl)cc1 (stereo unspecified)	x	-1.7	-10%	5	1%	1%[57.1 µM]	x	1%[57.1 µM]	5
35	NC(=O)C1(N2CCCCC2)CCN(C2CC(=O)N(CCc3ccccc3)C2=O)CC1 (stereo unspecified)	-0.4	0.8	-2%	-4	-1%	4%[57.1 µM]	19	11%[57.1 µM]	-2
36	COc1ccccc1-c1cn[nH]c1-c1ccc(OCc2ccc(F)cc2)cc1O	-0.3	0.3	-26%	-3	-15%	27%[57.1 µM]	3	5%[57.1 µM]	-3
37	COCCCn1c(SCC(=O)NC2CCCCC2)nnc1-c1ccncc1	1.9	0.0	-10%	-3	1%	27%[57.1 µM]	1	8%[57.1 µM]	0
38	CN1CCN(C(=O)c2cccn(Cc3c(Cl)cccc3Cl)c2=O)CC1	0.6	-0.1	-11%	1	-3%	0%[57.1 µM]	5	11%[57.1 µM]	5
39	CCC(CC)c1nn2c(N)c(/C=C3\C(C)=Nc4ccccc43)c(=O)nc2s1	0.4	1.1	-26%	1	2%	5%[57.1 µM]	4	0%[57.1 µM]	1
40	COc1ccccc1NC(=O)CCc1nc2ccccc2s1	-0.7	0.9	-12%	-5	3%	21%[57.1 µM]	3	8%[57.1 µM]	-2
41	COc1cccc(C2C3=C(CCCC3=O)Nc3[nH]n(-c4ccccc4)c(=O)c32)c1 (stereo unspecified)	0.6	-0.4	-16%	1	2%	-13%	-18	-12%	1
42	C/C(=N\O)C(=O)NCCN1CCCCC1	-0.5	0.2	-2%	9	-1%	17%	-4	12%	-1
43	COc1cc(C2CC(=O)Nc3c2c(=O)[nH]c2ncnn32)ccc1O (stereo unspecified)	-0.8	-0.2	-12%	-1	-9%	8%	x	0%	-2
44	O=[N+]([O-])c1ccc2c(c1)/C(=N\O)c1ccccc1-2	0.1	0.1	-10%	-1	4%	13%[57.1 µM]	3	-21%[57.1 µM]	0
45	Cc1ccc2cccc(SCC(=O)Nc3ccc(F)cc3)c2n1	-0.2	-0.6	-22%	-3	2%	25%[57.1 µM]	-6	29%[57.1 µM]	-1
46	O=C(NCc1ccccc1)c1ccc(S(=O)(=O)Nc2cccc(C(F)(F)F)c2)cc1	x	-0.8	-9%	5	-12%	23%	x	-9%	-1
47	CCCCC[C@@H]1C=C(C(=O)O)[C@H](c2cccc(C)c2)N1S(=O)(=O)c1ccc(C)cc1	x	x	-17%	x	-1%[38.3 µM]	-4%	x	-2%	1
48	CN(C)c1ccc(-n2cc3c(=O)n(C)c(=O)n(C)c3c2)cc1	-0.4	-0.4	-21%	3	6%	16%[57.1 µM]	-2	15%[57.1 µM]	0
49	COc1ccc2nc(NC(=O)c3nc(S(=O)(=O)Cc4ccccc4)ncc3Cl)sc2c1	5.7	-1.7	-21%	-12	0%	-7%	x	-4%	-21
50	CN(CCOc1ccccc1)C(=O)c1cc(S(=O)(=O)N2CCOCC2)ccc1Cl	0.3	-0.5	0%	-2	3%	15%	23	0%	-1

Additional results follow:
no.	mol	D2 agonist	TRHR agonist	USP1-UAF1 inh	TRHR enhancer	mIDH1 inhibitor	rTrxR1 inhibitor	D2 antagonist	TrxR1 substrate	PI4K2A block
51	CCOC(=O)c1noc2ncn(Cc3cccc(C#N)c3)c(=O)c12	-0.2	-0.7	10%	0	4%	11%[57.1 µM]	x	2%[57.1 µM]	5
52	COc1ccc(/C=C(\NC(=O)c2ccc(OC)cc2)C(=O)N2CCCCC2)cc1	0.1	0.1	-1%	3	4%	-12%	9	-11%	5
53	O=C(COC(=O)c1cc(Cl)ccc1O)Nc1cc(C(F)(F)F)ccc1N1CCOCC1	x	x	-18%	x	8%	-5%	x	-5%	6
54	O=C(COC(=O)/C=C/c1cccs1)Nc1nc(-c2ccccc2)cs1	-0.5	-0.1	-25%	1	9%	56µM*	-1	1%	5

Part of the list above in another layout.
Second line of a record: D2 agonist | TRHR agonist | USP1-UAF1 inh | TRHR enhancer | mIDH1 inhibitor | rTrxR1 inhibitor | D2 antagonist | TrxR1 substrate | PI4K2A block
54. O=C(COC(=O)/C=C/c1cccs1)Nc1nc(-c2ccccc2)cs1
  -0.5 | -0.1 | -25% | 1 | 9% | 56µM* | -1 | 1% | 5
51. CCOC(=O)c1noc2ncn(Cc3cccc(C#N)c3)c(=O)c12
  -0.2 | -0.7 | 10% | 0 | 4% | 11%[57.1 µM] | x | 2%[57.1 µM] | 5
53. O=C(COC(=O)c1cc(Cl)ccc1O)Nc1cc(C(F)(F)F)ccc1N1CCOCC1
  x | x | -18% | x | 8% | -5% | x | -5% | 6
